Artemis inh = blocks endonuclease activity of human Artemis. 30,000 tested, 0.78% active. recombinant Artemis, quenched FAM hairpin cleavage fluorescence. inhibition, % at 10 µM;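 active = at 10 µM dose, at least 30% inhibition, measured as corrected fluorescence normalized to stimulator and neutral control wells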
Target sequence (Q96SD1 whole entry, looked up): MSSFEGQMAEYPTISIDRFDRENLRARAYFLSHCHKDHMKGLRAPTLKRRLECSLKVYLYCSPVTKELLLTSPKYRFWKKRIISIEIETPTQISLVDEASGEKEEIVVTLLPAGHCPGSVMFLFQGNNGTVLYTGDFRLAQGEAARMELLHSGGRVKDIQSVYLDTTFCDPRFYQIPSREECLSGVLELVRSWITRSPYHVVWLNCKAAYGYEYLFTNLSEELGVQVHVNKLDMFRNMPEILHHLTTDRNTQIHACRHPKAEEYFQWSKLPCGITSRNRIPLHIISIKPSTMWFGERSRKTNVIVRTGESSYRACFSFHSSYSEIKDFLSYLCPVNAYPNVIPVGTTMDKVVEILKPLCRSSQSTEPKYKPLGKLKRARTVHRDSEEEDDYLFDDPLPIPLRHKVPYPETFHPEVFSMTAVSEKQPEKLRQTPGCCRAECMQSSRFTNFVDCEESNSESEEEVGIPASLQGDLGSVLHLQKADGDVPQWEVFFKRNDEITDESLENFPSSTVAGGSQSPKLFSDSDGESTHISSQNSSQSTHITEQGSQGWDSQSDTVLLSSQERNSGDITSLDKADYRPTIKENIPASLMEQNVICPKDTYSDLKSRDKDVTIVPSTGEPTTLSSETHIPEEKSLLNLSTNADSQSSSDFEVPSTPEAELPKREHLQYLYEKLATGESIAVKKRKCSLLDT
* hit, by the source's call. The list is partial. The share of hits here may be higher or lower than overall.

SMILES	Artemis inh
CCOC(=O)N1CCC(NC(=O)C2CCCN(S(=O)(=O)c3cccc4nsnc34)C2)CC1 (stereo unspecified)	-7
Cc1cccc(Oc2ccc(C(=O)NC3CCSC3=O)cn2)c1C (stereo unspecified)	3
COc1ccc(CCNC(=O)C2CCN(c3nn4c(=O)cc(C)nc4s3)CC2)cc1OC	1
O=C(COc1ccc(Br)cc1CO)Nc1ccc(F)cc1	1
Cc1ccc(-c2noc(-c3ccccc3C(=O)N3CCCC3)n2)cc1	-7
O=C1CN(C(=O)CCN2CCOCC2)C(c2ccccc2)c2cc(Br)ccc2N1 (stereo unspecified)	1
CCCS/C(N)=N/N=C/c1ccccc1O	7
C=CCSc1nnc(NC(=O)CSc2nnc(C)s2)s1	-6
CCOC(=O)C1=C(CSc2nnnn2C)N(C)C(=O)NC1c1ccccc1 (stereo unspecified)	-2
CCSc1nnc([C@@H]2CCCN2C(=O)OC(C)(C)C)o1	10
CCOC(=O)C(=O)/C(C#N)=C/Nc1ccccc1	-3
Cc1cc(Cl)c(S(=O)(=O)N/N=C/c2ccc3c(c2)OCO3)c(Cl)c1	23
O=C(NCc1cccnc1)c1ccc(Cl)c(Cl)c1	-8
O=C(Nc1ccc(Br)cc1)C1CCCN1S(=O)(=O)c1cccs1 (stereo unspecified)	-2
N#C/C(=C/c1ccc(Cl)cc1)NC(=O)c1ccccc1	4
COc1cccc(Nc2cc(N3CCOCC3)c3nonc3c2[N+](=O)[O-])c1	6
Cc1nc(SCC(=O)c2cccc([N+](=O)[O-])c2)n[nH]1	0
O=C(Nc1ccccc1)N1CCC(c2ccccc2)C1 (stereo unspecified)	15
O=C(NCCCN1CCN(c2cccc(Cl)c2)CC1)c1cccc(N2CCCC2=O)c1	7
Cc1ccc(C(CC(=O)N2CCCC2)c2ccccc2)c(O)c1C (stereo unspecified)	-2
Cc1c(C(=O)O)sc2ncnc(N3CCCCC3C)c12 (stereo unspecified)	2
COc1ccc2cc(S(=O)(=O)N3CCN(C)CC3)ccc2c1	-4
O=S(=O)(NCCSCc1ccc(Cl)c(Cl)c1)c1ccc2c(c1)OCCO2	10
CCCn1nc(NC(=O)c2ccncc2)c2cc3ccccc3nc21	0
CCOC(=O)C1CN(c2cc3c(cc2F)c(=O)c(C(=O)O)cn3CC)OC1C(=O)OCC (stereo unspecified)	-5
CCOc1ccc(OCC)c(NC(=O)C2CCN(S(=O)(=O)c3c(C)noc3C)CC2)c1	-3
Brc1ccc(-c2ncc(-c3ccccc3)cn2)cc1	-7
CCCn1nc(Oc2nc(SC)nc(N(C)C)n2)ccc1=O	-1
Cc1ccc(S(=O)(=O)N(CC(=O)NCCC2=CCCCC2)Cc2ccccc2F)cc1	10
CNC(=O)c1cc2cc(Cl)cc(OC)c2oc1=O	-2

Some of the entries so far, in CSV form.
mol,Artemis inh
Cc1ccc(C(CC(=O)N2CCCC2)c2ccccc2)c(O)c1C (stereo unspecified),-2
Cc1c(C(=O)O)sc2ncnc(N3CCCCC3C)c12 (stereo unspecified),2
COc1ccc2cc(S(=O)(=O)N3CCN(C)CC3)ccc2c1,-4
O=S(=O)(NCCSCc1ccc(Cl)c(Cl)c1)c1ccc2c(c1)OCCO2,10
CCCn1nc(NC(=O)c2ccncc2)c2cc3ccccc3nc21,0

Back to the main list; the 3 compounds before the break are reprinted first.
SMILES	Artemis inh
CCCn1nc(Oc2nc(SC)nc(N(C)C)n2)ccc1=O	-1
Cc1ccc(S(=O)(=O)N(CC(=O)NCCC2=CCCCC2)Cc2ccccc2F)cc1	10
CNC(=O)c1cc2cc(Cl)cc(OC)c2oc1=O	-2
O=C(c1coc2ccc(O)c(CN3CCOCC3)c12)C1CC1	-2
N#Cc1c2c(c(=S)n(-c3ccccc3)c1N)CCCC2	1
Nc1c(S(=O)(=O)c2cccs2)c2nc3ccccc3nc2n1Cc1cccs1	10
O=C(Nc1cc(=O)[nH]c2ncnn12)c1ccccc1	3
COc1cc(C)ccc1OCCOc1ccccc1Cl	-10
CCOCC(=O)Nc1ccc(S(=O)(=O)NCCc2ccccc2)cc1	-12
COc1cc(C)c(Br)cc1S(=O)(=O)N1CCOCC1	-7
CCOc1cc(S(=O)(=O)NCCN2CCOCC2)c(C)cc1C	-4
Cc1ccc(N2C(=O)C3Sc4[nH]c(=O)sc4C(c4ccccc4)C3C2=O)cc1 (stereo unspecified)	13
COc1ccc(C(=O)CSc2nc(SC)ns2)cc1OC	-9
CC1CC1C(=O)OCc1cc(=O)n2cc(Br)ccc2n1 (stereo unspecified)	-11
CC(C)CCn1c(=O)c2ccccc2c2ccccc2c1=O	2
Cc1ccc(C)c(S(=O)(=O)N2CCN(CC(=O)N3CCc4ccccc4C3)CC2)c1	4
CC(C)c1ccc(OCc2ccc(C(=O)N3CCN(c4ccccn4)CC3)cc2)cc1	4
Cc1cc(NS(=O)(=O)c2ccc(Nc3nc(-c4sc(N)nc4C)cs3)cc2)no1	59*
COc1ccc(CN(C2CCCC2)S(=O)(=O)c2ccc(-n3cnnn3)cc2)cc1OC	7
O=C(Oc1cccc(/C=N/Nc2nc(N3CCOCC3)nc(N3CCOCC3)n2)c1)c1ccco1	5
COC(=O)c1ccccc1S(=O)(=O)Nc1ccc2cn[nH]c2c1	3
CCOc1ccc(N(CC(=O)NC2CCCCC2)C(=O)CSc2nnc(COc3ccccc3)o2)cc1	21
O=C(CCOc1ccccc1)Nc1ccccc1	-1
COc1cccc(C2(O)CCN(C(=O)Cc3cccnc3)CC2)c1	-8
Cc1cc(=O)oc(C)c1C(=O)Nc1cccc2nonc12	21
O=C(CN1CCN(C(=O)c2ccco2)CC1)Nc1ccc2c(c1)OCCO2	-5
O=C(NCC1c2ccccc2CCN1C(=O)CN1C(=O)c2ccccc2C1=O)C1CCCCC1 (stereo unspecified)	-3
COc1ccc(Nc2ncccc2C(=O)Nc2ccccc2)cc1	1
Cc1nnc(SCC(=O)N2CC(=O)Nc3ccccc32)n1C	2
C/C(=N\NC(=O)c1cccc(Cl)c1)c1cccc(NC(=O)C(C)C)c1	-4
O=C(CSc1nc2ccccc2s1)Nn1cnnc1	1
CC(=O)NC(CCS(C)(=O)=O)C(=O)Nc1ccc(F)cc1Cl (stereo unspecified)	-5
O=c1c2c3c(sc2nc2n1CCCC2)CCCC3	-4
N#Cc1sc2nc(-c3ccccc3)cc(-c3ccco3)c2c1N	27
O=C(CSc1cccc[n+]1[O-])c1cc2ccccc2o1	3
CN1CCN(CC(=O)N2c3ccccc3C(C)(c3ccccc3)CC2(C)C)CC1 (stereo unspecified)	-4
CC1(C)CC(=O)c2cc(C(=O)N3CCCC(C)(C)C3)c(=O)n(-c3ccccc3)c2C1	-5
CCN(CC)CC(=O)Nc1c(C)cc(C(C)(C)C)cc1C	-1
CCOC(=O)C1=C(N)Oc2ccc3ccccc3c2C1c1cccnc1 (stereo unspecified)	-1
Cc1cccc(OCC(=O)N/N=C\C=C\c2ccc3c(c2)OCO3)c1C	1
CCN=c1scc(C)n1/N=C/c1ccsc1	7
COC(=O)c1c(O)c2c([nH]c1=O)CCCC2	-6
c1ccc(Nc2ncnc3c2oc2ccccc23)cc1	-2

Reprinted from the part before: four entries; new compounds follow.
SMILES	Artemis inh
Cc1cccc(OCC(=O)N/N=C\C=C\c2ccc3c(c2)OCO3)c1C	1
CCN=c1scc(C)n1/N=C/c1ccsc1	7
COC(=O)c1c(O)c2c([nH]c1=O)CCCC2	-6
c1ccc(Nc2ncnc3c2oc2ccccc23)cc1	-2
O=C1CC(N2CCOCC2)C(=O)N1CCc1ccccc1 (stereo unspecified)	3
Cc1cc(N2CCOCC2)c2c(N)c(C)cc(C)c2n1	1
O=C1N(O)C2(C=CCCC2)/C(=N\O)C12CCCCC2 (stereo unspecified)	5
O=C(Oc1ccc([N+](=O)[O-])cc1)c1cc(-c2ccccc2)nc2ccccc12	-1
CC(C)C(=O)Nc1nnc(CCc2nnc(NC(=O)C(C)C)s2)s1	3
O=P(CCNCc1ccco1)(c1ccccc1)c1ccccc1	0
O=C(CSc1n[nH]c(-c2cccnc2)n1)Nc1ccccc1	-12
CCCN(CCC)C(=O)Cn1c(=O)n(CCCCC(=O)NC2CCCC2)c(=O)c2ccccc21	-10
COc1cccc(NC(=O)CCS(=O)(=O)c2cccs2)c1	-1
COCCn1c(C)cc(C(=O)COC(=O)c2ccc(NC(=O)CC#N)cc2)c1C	8
Fc1ccc(C(c2nnnn2C2CCCC2)N(Cc2ccco2)CC2CCCO2)cc1 (stereo unspecified)	2
N#CC1=C(SCC(=O)c2cc3ccccc3oc2=O)NC(=O)C(C#N)C12CCCC2 (stereo unspecified)	14
O=C(NC1CCS(=O)(=O)C1)c1c(NC(=O)C2COc3ccccc3O2)sc2c1CCCC2 (stereo unspecified)	9
COc1ccc(C2=C(C)CC(C)(C)NC2=O)cc1OC	-6
Cc1noc2ncnc(Sc3ccccc3Cl)c12	7
COC(=O)c1c(NC(=O)C2CC(=O)NN2Cc2ccccc2)sc(C)c1C (stereo unspecified)	-3
O=c1cc(-c2ccccc2)[nH]n1-c1nc2ccccc2[nH]1	21
O=C(CNC1=NCCC1)c1ccc2c(c1)OCCO2	-2
Cc1cccc(OCc2nc(C#N)c(NCc3ccc4c(c3)OCO4)o2)c1	14
CC1(C)C(N(O)C(=O)Nc2ccccc2)N(c2cccc(Cl)c2)C(=O)N1O (stereo unspecified)	-2

A draw from above in order of length of the SMILES, lowest first.
SMILES	Artemis inh
Cc1noc2ncnc(Sc3ccccc3Cl)c12	7
COC(=O)c1c(NC(=O)C2CC(=O)NN2Cc2ccccc2)sc(C)c1C (stereo unspecified)	-3
CC1(C)C(N(O)C(=O)Nc2ccccc2)N(c2cccc(Cl)c2)C(=O)N1O (stereo unspecified)	-2
O=C(NC1CCS(=O)(=O)C1)c1c(NC(=O)C2COc3ccccc3O2)sc2c1CCCC2 (stereo unspecified)	9

(next part)
SMILES	Artemis inh
COCCn1c(CN2CCC(Cc3ccccc3)CC2)nc2c1c(=O)n(C)c(=O)n2C	6
Cc1noc(C)c1C(=O)Nc1ccc(F)cc1F	2
Cc1cc(C(=O)CN2C(=O)c3cccc(N)c3C2=O)c(C)n1Cc1cccs1	5
CC(C)Cn1c(=O)c2c(nc3n2CCCN3CCc2ccccc2)n(C)c1=O	7
O=c1cc(-c2ccco2)oc2ccc(Cl)cc12	-5
CC(C)n1nc(C(=O)NCCc2ccc(S(N)(=O)=O)cc2)c2ccccc2c1=O	-6
CCc1nnc(NC(=O)C2Cc3ccccc3CN2S(=O)(=O)c2cccs2)s1 (stereo unspecified)	1
COc1ccccc1-n1c(=O)c2c3c(sc2n2c(SC)nnc12)CCC3	6
Cc1[nH]c2ccccc2c1C(=O)CN1CCC(C(N)=O)(N2CCCCC2)CC1	-18
O=C(/C=C/c1ccccc1)c1ccoc1	-1
O=C1C2C(C(=O)N1c1ccncc1)C1C=CC2C12CC2 (stereo unspecified)	-6
COc1cc2c(cc1NC(=O)c1cccnc1)oc1ccccc12	-4
Cc1ccc2nc3sc(C(=O)NCc4ccco4)c(N)c3cc2c1	10
COC(=O)CN(c1ccccn1)S(=O)(=O)c1ccccc1	1
COc1ccc(C(=O)CN2C(=O)NC(C)(c3ccc(C)cc3)C2=O)cc1OC (stereo unspecified)	6
Cc1ccc(C(C)C)c(OCC(=O)Nn2c(C)nc3ccccc3c2=O)c1	3
O=C(COC(=O)C1CCN(S(=O)(=O)c2cccc3cccnc23)CC1)c1ccc([N+](=O)[O-])cc1	2
CCOC(=O)/C(C#N)=C1/SC(CC)C(=O)N1c1ccc(C)cc1 (stereo unspecified)	3
Cc1ccc(-n2cc(C(=O)c3ccc(F)cc3)nn2)cc1Cl	-5
CC(=O)N1CCN(c2ccc(NCc3ccc4c(c3)OCO4)cc2)CC1	6
O=C(CSc1nnc(-c2ccc(S(=O)(=O)N3CCCC3)cc2)n1CC1CCCO1)NC1CC1 (stereo unspecified)	-4
O=C(/C=C/c1ccc(Cl)cc1)N1CCN(c2ccc(Cl)cc2[N+](=O)[O-])CC1	15
COc1ccc(/C=N/NS(=O)(=O)c2ccccc2)cc1OS(=O)(=O)c1ccc(C)cc1	6
Cc1nn(Cc2ccc(Cl)cc2Cl)c(C)c1NC(=O)c1ccc(COc2cc(Cl)ccc2Cl)o1	17
CCN1CC(O)=C(c2nc3ccccc3s2)C1=N	0
Cc1cccc(Nc2ncnc3ccccc23)c1	0
Cc1nc2ccc(S(=O)(=O)NCC(=O)N(C)Cc3ccco3)cc2s1	-5
COc1ccccc1NC(=O)N(Cc1ccco1)Cc1cc2cc(C)cc(C)c2[nH]c1=O	15
O=C(O)c1ccccc1CSc1nc2ccccc2o1	-12
CCC1SC2=NC(C)=C(C(=O)OC)C(c3cccs3)N2C1=O (stereo unspecified)	4
Cc1cc(C)c(S(C)(=O)=O)c(Sc2ccc(Cl)cc2)n1	2
COC(=O)Cc1c(C)c2c(O)cc(C)cc2oc1=O	-6
Cc1ccccc1S(=O)(=O)Cc1ccc(C(=O)NCCN2CCN(Cc3ccccc3)CC2)o1	0
CC12CC(NC(=O)N1c1cccc(C(=O)Nc3ncn[nH]3)c1)c1ccccc1O2 (stereo unspecified)	7
CCOc1cccc(CNc2ccc(O)cc2)c1OCc1ccc(Cl)cc1Cl	8
Cc1ccc(NC(=S)c2nc3ccccc3[nH]2)cc1	6
CCOC(=O)CC(N)c1ccc(OC)cc1 (stereo unspecified)	-2
Cn1nnnc1SCc1cc(=O)[nH]c2ccccc12	6
O=c1c2ccccc2c(-c2ccc(F)cc2)nn1-c1ccc(C(F)(F)F)cc1	6
O=C(CCC(=O)c1cccs1)OCC(=O)N1CCN(C(=O)c2ccco2)CC1	2
O=C1OCCC1Sc1nnc(-c2ccco2)o1 (stereo unspecified)	5
O=C(CSc1nc2ccccc2[nH]1)Nc1c(F)cccc1F	-4
C=CCNC(=O)c1ccc(Sc2ccc(C)cc2)c([N+](=O)[O-])c1	-6
CC(C)(C)c1ccc(OCC(=O)OCCNC(=O)c2cccnc2)cc1	0
CCCCOc1ccc(OCCCC)c2c1NC1(N2)C(=O)N(C(C)=O)c2ccccc21	3
Cc1ccc(-n2ncc3c(=O)[nH]c(SCC(=O)N4CCCc5ccccc54)nc32)cc1	29

Screens deposited in PubChem BioAssay by Sanford-Burnham Center for Chemical Genomics.
